Assay outcomes: PubChem, several laboratories
RmlC RmlD mix: inhibitors of RmlC and RmlD coupled enzymes | 110,000 tested, 0.39% active | RmlC/RmlD coupled enzyme inhibition, 384-well mixture HTS | inhibition, % at 5.5 µM | AID 1532; in the data active means inhibition above about 30%, passing the limit was not always enough; further: strong numbers were not always called active
HIV RNase H inh: inhibitors of HIV-1 reverse transcriptase RNase H. AID 565. P04585. RT-RNase H RNA/DNA duplex cleavage, fluorescence. inhibition, % at 10 µM. 65,000 tested, 1.9% active; in the data active means inhibition above about 50%
Active calls of the source: *; · = not tested or not shown.

Every second line gives: RmlC RmlD mix	HIV RNase H inh
CC1=NN(c2nc(-c3ccc(C)cc3)cs2)C(=O)C1N=Nc1ccc2ccccc2c1 (stereo unspecified)
→ -9	·
COC(=O)CC1SC(=O)NC1=Nc1ccc(OC)cc1 (stereo unspecified)
→ 14	·
COc1ccccc1CNC(=O)C1CCC(CNc2c(N3CCOCC3)c(=O)c2=O)CC1 (stereo unspecified)
→ 6	-3
COc1ccccc1-c1nc(C#N)c(N2CCC(Cc3ccccc3)CC2)o1
→ -145	-7
COC(=O)CNC(=O)c1c(C)cc(=O)oc1C
→ -7	-5
CCCNS(=O)(=O)c1ccc(NC(=O)c2ccccn2)cc1
→ 11	-5
CCOC(=O)CCc1nn(C)c(=O)c2ccccc12
→ ·	-14
O=C1c2ccccc2C(Nc2cccnc2)N1Cc1ccccc1 (stereo unspecified)
→ -10	·
Cc1ccccc1NC(=O)NCCCN1CCN(C2CCCCC2)CC1
→ -14	-26
CCn1c(SCC(=O)Nc2sc(C)c(C)c2C#N)nnc1C(C)C
→ 1	8
CCO[C@H]1OC(C(=O)N2CCN(Cc3ccccc3)CC2)=C[C@@H](c2coc3ccccc3c2=O)[C@@H]1CCCO
→ 9	·
Cc1ccc(C(=O)c2ccccc2C(=O)O)c(O)c1
→ -1	4
Cc1cc(C)c(C#N)c(SCC(=O)OC2CCCCC2)n1
→ -11	-44
CCOc1ccccc1NC(=O)CCN1CCN(S(=O)(=O)c2ccc(Br)cc2)CC1
→ 7	-10
COc1cc(C2C(C(=O)c3cccs3)=C(O)C(=O)N2Cc2ccco2)cc(OC)c1OC (stereo unspecified)
→ ·	3
COc1cccc(NC(=O)C2CCCN(S(=O)(=O)c3cccc4nsnc34)C2)c1 (stereo unspecified)
→ -10	-2
COc1ccccc1NS(=O)(=O)c1cc(C)ccc1C
→ 10	·
COC(=O)[C@@]1(Cc2ccc(F)cc2)[C@H]2c3cc(C(=O)N4CCCC4)n(CCc4ccccn4)c3C[C@H]2CN1C(=O)c1ccccc1
→ -7	·
CCCCCn1c(N2CCC(C(N)=O)CC2)nc2c1c(=O)[nH]c(=O)n2C
→ -11	-6
CCOC(=O)/C(C(C)=O)=C1/OC(=O)c2ccccc21
→ -4	·
C1=C(c2ccccc2)Nc2nnnn2C1
→ -6	-6
CC(=O)c1ccc2c(c1)c1ccccc1n2CC(C)C
→ -10	·
Fc1ccc(CNn2cnnc2SCc2ccc(F)cc2)cc1
→ 2	·
C=CCN(c1ccc(C(N)=O)cc1)S(C)(=O)=O
→ -19	5
Cn1c(Cn2c(=O)sc3ccccc32)nnc1SCC(N)=O
→ -2	-1
C=CCN=C(NC#N)SCc1ccccc1Cl
→ 4	-50
CCc1c(C)nc2ncnn2c1N1CCC(C(=O)Nc2ccccc2)CC1
→ 19	22
CCCC(=O)Nc1ccc(Br)c(Cl)c1
→ 10	·
O=C(c1ccc2nc3ccc(Cl)cc3c(=O)n2c1)N1CCOCC1
→ 17	·
O=C(NCc1ccc2c(c1)OCO2)c1ccc(COc2cccc(Cl)c2)o1
→ ·	-7

Next part (5 carried over from the part before).
Every second line gives: RmlC RmlD mix	HIV RNase H inh
C=CCN=C(NC#N)SCc1ccccc1Cl
→ 4	-50
CCc1c(C)nc2ncnn2c1N1CCC(C(=O)Nc2ccccc2)CC1
→ 19	22
CCCC(=O)Nc1ccc(Br)c(Cl)c1
→ 10	·
O=C(c1ccc2nc3ccc(Cl)cc3c(=O)n2c1)N1CCOCC1
→ 17	·
O=C(NCc1ccc2c(c1)OCO2)c1ccc(COc2cccc(Cl)c2)o1
→ ·	-7
Cc1nc(NC(=O)CSc2ccccc2N)sc1C
→ -1	-13
CCOc1ccc(Nc2cc(C)nc(-n3nc(C)cc3C)n2)cc1
→ -5	-3
CN(C)CCCN1C(=O)C(=O)/C(=C(/O)c2ccc(OCc3ccccc3)cc2)C1c1cccnc1 (stereo unspecified)
→ ·	-13
O=C(NC1=NCCS1)C1CC(=O)N(c2ccc(F)cc2)C1 (stereo unspecified)
→ -98	·
O=C(c1ccco1)N1CCN(S(=O)(=O)c2ccc(S(=O)(=O)NC3CC3)cc2)CC1
→ -6	1
O=C(Cc1ccccc1)N1CCN(Cc2cccnc2)CC1
→ -25	·
Cc1cc(C)c(NC(=O)CSc2nnc(-c3ccco3)n2N)c(C)c1
→ -3	-2
Cc1nc2nc(-c3ccccc3)[nH]n2c(=O)c1C
→ -2	·
Nc1nc(SCC(=O)Nc2ccccc2Sc2ccccc2)n[nH]1
→ -6	·
CCOC(=O)C1=C(CSc2nc(CC)c(C)cc2C#N)OC(N)=C(C#N)C1c1ccccc1 (stereo unspecified)
→ -37	·
CCOn1c(=O)c(C)[n+]([O-])c2ccccc21
→ 9	·
Cc1cc(C(=O)CSc2nn(-c3ccccc3)c(=S)s2)c(C)n1Cc1ccco1
→ 8	4
O=C(N1CCN(c2ccccc2)CC1)C(F)(F)C(F)(F)F
→ -5	-4
CC1(C(=O)NC23CC4CC(CC(C4)C2)C3)CC1(Cl)Cl (stereo unspecified)
→ -9	·
CCCCCC(=O)Nc1cccc(C2=NOC3(C2)C[C@@H](C(N)=O)N(C(=O)c2cc([N+](=O)[O-])cc([N+](=O)[O-])c2)C3)c1 (stereo partly specified)
→ 5	·
CCn1c(N2CCN(CC(=O)c3c(C)n(C)c4ccccc34)CC2)nc2c1c(=O)[nH]c(=O)n2C
→ 27	-2
N#CC1=C(SCc2ccccc2Cl)NC(=O)C(C(N)=O)C1 (stereo unspecified)
→ -7	-13
CCCCn1c(SCC2CCCCO2)nc2cc(S(N)(=O)=O)ccc21 (stereo unspecified)
→ 123	-5
COc1ccc(C2=CC(c3c(C)nn(-c4ccccc4)c3Cl)n3nnnc3N2)cc1OC (stereo unspecified)
→ -7	10
CCn1c(/C(C#N)=C(\O)CCc2ccccc2)nc2ccccc21
→ 50	1
CCOc1ccc(Cn2c(C)nc([N+](=O)[O-])c2SCC(O)CCl)cc1[N+](=O)[O-] (stereo unspecified)
→ 10	·
Cc1c(NC(=O)CSc2ccc3c(c2)OCCO3)c(=O)n(-c2ccccc2)n1C
→ -5	4
c1ccc2c3c([nH]c2c1)CNCC3
→ -5	-11
COc1cccc(OC)c1OCCCOc1c(OC)cccc1OC
→ -12	-17
CCOC(=O)C(C)c1ccc2cc(OC)ccc2c1 (stereo unspecified)
→ -13	·
O=C(Cc1cccs1)NCc1ccncc1
→ ·	2
NC(=O)CSc1nnc(-c2ccc(S(=O)(=O)N3CCCC3)cc2)n1Cc1ccco1
→ -5	-3
COc1ccc2[nH]c3nc(SCc4nnc(-c5ccccc5)o4)nnc3c2c1
→ 19	26
COC(=O)CSc1nc(N)c(NC(=O)c2ccc(OC)c(OC)c2)c(=O)[nH]1
→ 11	·
Cc1cc(S(=O)(=O)N2CCN(Cc3ccc4c(c3)OCO4)CC2)cc(C)c1N1CCCC1=O
→ -13	-5
CCOC(=O)N1CCN(C(=O)c2nn(-c3cc(OC)cc(OC)c3)c(=O)c3ccccc23)CC1
→ ·	-7
COc1cccc(-n2c(SCC(N)=O)nnc2-c2c[nH]c3ccccc23)c1
→ 11	-16
O=C(C1=C[C@H](c2ccc3c(c2)OCO3)C[C@H](OCCCCO)O1)N1CCOCC1
→ 13	·
COc1ccccc1NC(=O)CSc1nc2ncccc2[nH]1
→ 15	-35
Cc1ccc(NC(=O)c2ocnc2C)cc1Cl
→ 8	9
COC(=O)CC1NC2CCCCC2NC1=O (stereo unspecified)
→ -10	-4
CSc1nc(N(C)NC(=O)c2ccc(Cl)cc2)c2ccccc2n1
→ 6	·
COc1cccc(NC(=O)c2ncn[nH]2)c1
→ -12	-6
O=C(NCCN1CCc2ccccc2C1)C1CCN(S(=O)(=O)N2CCC3(CC2)OCCO3)CC1
→ -14	-2
O=C(c1ccc(CS(=O)(=O)c2ccc(Br)cc2)o1)N1CCOCC1
→ 6	-4
O=C1NC2(CCCc3ccccc32)C(=O)N1Cc1nnc(-c2ccccc2Br)o1 (stereo unspecified)
→ -6	-17
C=CCn1c(SCC(=O)O)nnc1-c1cccs1
→ -8	·
CNC(=O)c1c(NC(=O)c2nc3ccccc3s2)sc2c1CCC2
→ -9	-12
O=C(c1cc2ccccc2oc1=O)N1CCSC1c1ccco1 (stereo unspecified)
→ -11	-2
COC(=O)c1ccsc1NC(=O)C1COc2ccccc2O1 (stereo unspecified)
→ -3	-64
CCn1c(COc2ccc(=O)n(-c3ccccc3)n2)nnc1SCc1ccccc1C
→ -3	·
CCN(CC)CCNC(=O)C1CCC(=O)N(c2ccc(OC)cc2)C1c1ccc(F)cc1 (stereo unspecified)
→ 7	-5
CC1(C)Oc2ccc(C(=O)N3CCOCC3)cc2N(CC(=O)Nc2ccccc2)C1=O
→ 8	-9
COCCCn1c(Cc2ccccc2)nnc1SCC(=O)N1CCCCC1
→ -7	-4
Cc1nc(SCC(=O)c2ccccc2)c([N+](=O)[O-])[nH]1
→ -8	·
CC(SCc1ccccc1)C(=O)Nc1ccc2c(c1)OCO2 (stereo unspecified)
→ -7	·
CCOC(=O)c1ccc2[nH]c3c(c2c1)CCCCC3=O
→ -5	-14
COc1cc(/C=C(\C#N)c2nc3c(s2)CC(C)CC3)ccc1O (stereo unspecified)
→ 12	·
CCOC(=O)CN(C#N)c1nc(C)cc(C)n1
→ -7	·
C=CCc1cccc(/C=N/n2c(C)nnc2C)c1O
→ 2	·
C[C@@H]1NC(=O)c2cc([N+](=O)[O-])cc(I)c2NCCCC[C@@H](C(N)=O)NC(=O)[C@H](CCC(=O)O)NC1=O
→ -8	·
COC(=O)CCCNS(=O)(=O)c1ccc2ccccc2c1
→ 11	·
COC(=O)c1ccccc1NC(=O)Cn1cnc2c1c(=O)n(C)c(=O)n2C
→ ·	-10
CCOc1ccc(Br)cc1S(=O)(=O)N1CC(C)OC(C)C1 (stereo unspecified)
→ 1	-37
CCn1c(SCC(=O)c2cc(C)n(-c3ccc(C(=O)OC)cc3)c2C)nnc1-c1cccnc1
→ -12	0

Complete entries, looked up by structure. Order of values: RmlC RmlD mix | HIV RNase H inh
Listed for CCn1c(N2CCN(CC(=O)c3c(C)n(C)c4ccccc34)CC2)nc2c1c(=O)[nH]c(=O)n2C → 27 | -2
Listed for CCOC(=O)C1=C(CSc2nc(CC)c(C)cc2C#N)OC(N)=C(C#N)C1c1ccccc1 (stereo unspecified) → -37 | ·
Listed for CCn1c(/C(C#N)=C(\O)CCc2ccccc2)nc2ccccc21 → 50 | 1

Additional compounds follow.
Every second line gives: RmlC RmlD mix	HIV RNase H inh
Cc1ccc(C)c(NC(=S)NNC(=O)c2csc3c2CCCC3)c1
→ 9	·
O=C(Nc1cccc(-c2nnn(CC(=O)N3CCc4ccccc4C3)n2)c1)C1CCC1
→ 9	-6
Cc1nc(NCCCO)c(C#N)c2c1COC(C)(C)C2
→ 22	-6
COc1cc(C(c2nnnn2C2CCCC2)N2CCc3ccccc3C2)ccc1O (stereo unspecified)
→ -7	51*
COc1cc(/C=C2\Oc3cc(O)ccc3C2=O)ccc1O
→ -7	·
Cn1cnnc1SCC(=O)c1cc2ccccc2oc1=O
→ -13	15
CCOc1ccccc1NC(=O)Cn1nnc(C(=O)NCc2ccco2)c1N
→ ·	-24
N=c1c(C(=O)NCc2ccco2)cc2c(=O)n3ccccc3nc2n1CC1CCCO1 (stereo unspecified)
→ -11	·
CC(C)NC(=O)Cc1ccc(Br)cc1
→ 2	·
O=C(OC(C(=O)NC1CCCC1)c1ccc(F)cc1)c1ccno1 (stereo unspecified)
→ 6	2
Cc1cccc(CSc2ncnc3c2cnn3Cc2ccccc2)c1
→ -9	·
COc1ccc(-c2noc(CCC(=O)NCc3cccnc3)n2)cc1OC
→ -3	3
CCCOc1cccc(-c2cc(-c3n[nH]c(=S)n3CC)c3ccccc3n2)c1
→ 8	·
CCCn1c(CN(C)Cc2ccccc2)nc2c1c(=O)n(C)c(=O)n2C
→ 3	·
O=C1C2CCCN2C(c2cccs2)N1c1ccc(Cl)cc1 (stereo unspecified)
→ -7	-17
CCCOc1ccccc1N/C(=N\S(=O)(=O)c1ccc(C)cc1)Nc1nc(C)cc(C)n1
→ -9	·
CCC1CCCCN1S(=O)(=O)c1ccc(S(=O)(=O)N2CCN(S(=O)(=O)CC)CC2)cc1 (stereo unspecified)
→ -88	51*
COc1c(Cl)cc(Cl)cc1/C=N/n1cnnc1
→ -4	-9
O=C(NCCc1ccccn1)c1n[nH]c(=O)c2ccccc12
→ -13	-1
CC1=C(C(=O)OCc2ccccc2)C(c2cccnc2)n2nnnc2N1 (stereo unspecified)
→ -2	·
CC(Sc1nc2ccc(Br)cc2[nH]1)C(=O)O (stereo unspecified)
→ -12	·
COc1ccc(OC)c(NC(=O)C(=O)N/N=C/c2ccccc2[N+](=O)[O-])c1
→ -108	·
CCOC(=O)COc1ccc(S(=O)(=O)c2ccc(OCC(=O)OCC)cc2)cc1
→ -1	·
CCN(CC)C(=O)CSc1nnc(-c2cccnc2)n1CCc1ccccc1
→ -5	10
CCCOC(=O)c1ccc(Oc2cn[nH]c2-c2ccc(OCC)cc2O)cc1
→ 2	-4
COc1ccc(OCc2nc(N)nc(Nc3ccccc3OC)n2)cc1
→ 0	·
O=C(OCc1c(Cl)cccc1Cl)c1cnccn1
→ -44	-69
CCOCC(=O)Nc1cccc(-c2nc3cccnc3s2)c1C
→ 5	·
COC(=O)CSc1nnnn1-c1ccccc1
→ 1	-4
CCCSC1=C(C#N)C(c2ccc(Cl)cc2Cl)CC(=O)N1 (stereo unspecified)
→ 10	-19
O=C(NC(=O)c1ccccc1)OCC(F)(F)F
→ 5	7
C=CCc1ccc(OC(=O)c2ccccc2)c(OC)c1
→ -17	·
COC(=O)c1ccc2ccccc2n1
→ -7	·
O=C(Nc1ccc(Br)cc1)c1ccc(N2C(=O)C3CC=C(Cl)CC3C2=O)cc1 (stereo unspecified)
→ -11	·
CCOC(=O)c1c(C)nc(-c2ccccc2)nc1NC(=O)C(C)C
→ 5	-5

Not all compounds are listed (hit frequency here may not be typical).
